# Source: PubChem BioAssay (National Center for Advancing Translational Sciences (NCATS))
# CBFb-RUNX1 inh = CBF-beta/RUNX1 interaction disruption. Q01196+Q13951. AlphaScreen CBFb-His/RUNX1-biotin binding, biochemical. Potency, µM (doses to about 59.8 µM), without a hit: at the highest dose activity, negative = inhibition, hits mostly inhibitors. 230,000 tested, under 10 active; further: % of control where 0% means no effect
#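 Compounds were screened at multiple concentrations against a preformed CBF-beta(His)/RUNX1(biotin) complex (30 nM of each) for 15 min at room temperature, followed by 90 min with nickel and streptavidin beads and AlphaScreen reading.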
# IMPase Li cell = IMPase inhibition in cells with lithium potentiation | Potency, µM (titrated, usually from 59.4 µM), for the others: top-dose activity, negative = IMPase inhibition, actives largely listed as inhibitors | AID 1457 | 0.35% of 210,000 active | CHO-M1 cells, IP1 TR-FRET (IP-One), carbachol + lithium;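 further: IP1 builds up when IMPase is blocked and the TR-FRET signal falls; potency means the concentration at half of the fitted maximal effect; plate controls were basal vehicle for no effect and high inhibitor control for full effect; nearly all actives have a fitted effect of over 50% in size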
#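 CHO-M1, 2000 cells/well, 16–30 h culture; cpd + low Li+, 30 min 37C; lysis with d2-IP1/Eu-anti-IP1 Ab, 10 min RT; TR-FRET 665/620 ratio and 620 channel; AC50 via Hill.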
# L3MBTL1 block = L3MBTL1 (human) inhibition. Q9Y468. AlphaScreen L3MBTL1–H3K9me1 peptide binding. Potency, µM (doses to about 57.1 µM), without a hit: top-dose activity, negative = inhibition, hits mostly inhibitors. 0.66% of 230,000 active. AID 485360; further: potency means the concentration at half of the fitted maximal effect; on the % scale 0 is the no-effect control and ±100 the full control effect; nearly all actives have a fitted effect of over 60% in size
# Target sequence (Q9Y468 whole entry, looked up): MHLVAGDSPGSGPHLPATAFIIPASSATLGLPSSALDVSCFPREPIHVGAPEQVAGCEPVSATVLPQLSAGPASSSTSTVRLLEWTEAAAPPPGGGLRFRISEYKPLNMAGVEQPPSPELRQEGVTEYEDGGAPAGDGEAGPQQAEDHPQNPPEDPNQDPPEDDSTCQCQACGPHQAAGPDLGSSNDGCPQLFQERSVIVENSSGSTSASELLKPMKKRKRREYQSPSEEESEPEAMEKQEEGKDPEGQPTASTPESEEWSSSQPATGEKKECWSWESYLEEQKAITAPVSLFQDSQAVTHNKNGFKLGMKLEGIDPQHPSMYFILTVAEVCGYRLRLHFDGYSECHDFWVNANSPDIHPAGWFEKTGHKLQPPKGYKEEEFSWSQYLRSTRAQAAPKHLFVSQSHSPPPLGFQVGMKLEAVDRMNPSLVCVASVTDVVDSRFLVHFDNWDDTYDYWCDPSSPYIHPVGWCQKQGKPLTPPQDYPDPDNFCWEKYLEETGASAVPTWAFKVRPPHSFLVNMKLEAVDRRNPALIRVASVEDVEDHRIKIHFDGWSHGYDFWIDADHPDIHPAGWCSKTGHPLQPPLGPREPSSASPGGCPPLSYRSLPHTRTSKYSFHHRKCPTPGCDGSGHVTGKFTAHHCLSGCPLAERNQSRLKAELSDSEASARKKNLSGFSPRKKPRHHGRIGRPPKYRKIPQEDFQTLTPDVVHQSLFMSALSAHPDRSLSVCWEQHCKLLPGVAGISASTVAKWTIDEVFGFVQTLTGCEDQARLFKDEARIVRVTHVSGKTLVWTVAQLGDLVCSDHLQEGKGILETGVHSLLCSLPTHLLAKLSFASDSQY
#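 First, the protein-peptide complex forms for 30 min at room temperature (L3MBTL1 50 nM, biotinylated H3K9me1 peptide 75 nM). Next, compounds are pin-transferred and incubated 30 min. Finally, AlphaScreen beads are added and read after 30 min.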
# Luc counter = blocks Kinase-Glo luciferase, a counter-screen artifact. Kinase-Glo luciferase, ATP luminescence, 8 min. AID 1379. Potency, µM (titrated, usually from 38.3 µM), for the others: top-dose activity change, negative = inhibition, usual class: inhibitors. 0.28% of 200,000 active; further: potency means the concentration at half of the fitted maximal effect; on the % scale 0 is the no-effect control and ±100 the full control effect; nearly all actives have a fitted effect of over 60% in size
#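 Recombinant Kinase-Glo luciferase, 10 uM ATP (linear range), luciferin; imidazole pH 7.2 / KCl / MgCl2 / Tween / BSA buffer; 8 min RT; luminescence.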
# NPSR antag = antagonists of human neuropeptide S receptor cAMP signaling; Q6W5P4; CHO-NPSR cells, cAMP TR-FRET, antagonist mode; Potency, µM (series often up to 38.3 µM), inactives show top-dose activity change, negative = inhibition, hits mostly inhibitors; 1% of 220,000 active; AID 1461; further: potency means the concentration at half of the fitted maximal effect; on the % scale 0 is the no-effect control and ±100 the full control effect; nearly all actives have a fitted effect of over 50% in size; many of its hits are not listed in these tables
# HttQ103 aggreg = inhibitors of mutant huntingtin aggregate formation in PC12 cells. PC12 HttQ103-GFP aggregates, Acumen cytometry, 40 h. Potency, µM (series often up to 46.1 µM), for the others: at the highest dose activity change, negative = inhibition, hits mostly inhibitors. 1.1% of 220,000 active; further: potency means the concentration at half of the fitted maximal effect; on the % scale 0 is the no-effect control and ±100 the full control effect; nearly all actives have a fitted effect of over 60% in size
#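 PC12 cells stably carrying ecdysone-inducible HTT exon 1 Q103–GFP were induced with tebufenozide (100 nM final) and treated with library compounds in titration. GFP aggregates in lysates were counted by laser scanning cytometry.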
# Epigenetic reg = epigenetic control regulation, reporter derepression; 0.2% of 280,000 active; AID 1865; Potency, µM (highest dose often 53.9 µM), inactives show at the top dose GFP activation, hits mostly activators; murine LDR cells, GFP reporter derepression, 30 h; further: potency means the concentration at half of the fitted maximal effect; % of control where 0% means no effect; nearly all actives have a fitted effect of over 60% in size
#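 Readout is the number of GFP-expressing murine LDR cells, counted by cytometry following washing. Cells were treated with compound for 30 h at 37 C; the stably integrated CMV-GFP locus is normally silent.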
# The depositor's hits bear a star; ? = inconclusive; . = not tested or not shown; & = joins results of further samples; [ ] = remark or other dose. The call rests on the fitted dose curve; in most records, active means well fitted curve in the direction sought with a large enough effect; inconclusive means small, poorly fitted or top-dose-only effect, or another doubt; inactive means no such curve, though single readings can be large; an effect the other way counts as inactive or inconclusive. A portion of the library; count on the stated rates, not on these rows.
no.	smiles	L3MBTL1 block	Epigenetic reg	CBFb-RUNX1 inh	HttQ103 aggreg
1	CC1CN(S(=O)(=O)c2cccc(C(=O)OCc3cc(=O)oc4cc(O)ccc34)c2)CC(C)O1 (configuration not stated)	-1%[11.4 µM]	0.0%	-5%	6%
2	Cc1ccc(NC(=O)CCC(=O)OCC(=O)c2ccc(Oc3ccc([N+](=O)[O-])cc3)cc2)cc1C	2%	-1.1%	-10%	?
3	COc1cccc(-c2nnn(C/C(N)=N/O)n2)c1	1%	-1.1%	-8%	14%
4	Cc1ccc(CNC(=O)[C@H]2C[C@@H]2[C@H](NP(=O)(c2ccccc2)c2ccccc2)c2ccccc2)c(F)c1F	.	-0.9%	12%	.
5	COc1cc(/C=N/N=C(/C(=O)c2ccccc2)c2ccccc2)cc(OC)c1O	-20%	-0.9%	?	?
6	O=C(c1cccc(S(=O)(=O)N2CCCCCC2)c1)N1CCN(c2ccccc2)CC1	-8%	4.6%	-5%	4%
7	O=C1CN(C(=O)COC(=O)c2cccc(OCc3ccccc3)c2)c2ccccc2N1	-5%	4.6%	-2%	-11%
8	Cc1[nH]c2ccccc2c1C(=O)CSc1nc2ccccc2c(=O)n1-c1ccccc1F	-6%	-0.7%	2%	?
9	O=C(N/C(=C/c1cccc(Br)c1)c1nc(=S)[nH][nH]1)c1ccccc1	?	2.1%	-19%	23%
10	CN(C)/C=C/C(=O)c1cccc(Oc2ncccn2)c1	-1%	4.9%	2%	?
11	C/C(CCc1ccc2c(c1)OCO2)=N\N=C1\NC(=O)CC(C(=O)Nc2ccc(Cl)cc2)S1 (configuration not stated)	-3%	-1.1%	-7%	0%
12	S=C(NCc1ccco1)N1CCN(C(c2ccccc2)c2ccccc2)CC1	?	1.3%	-7%	-27%

no.	Luc counter	IMPase Li cell	NPSR antag
1	0%	28%[38.3 µM]	?
2	5%	7%[38.3 µM]	-29%[46.1 µM]
3	-3%	1%	21%
4	-5%	12%	.
5	1%	7%	-50%
6	0%	17%	-40%
7	-5%	17%	-26%[46.1 µM]
8	1%	-3%	-22%
9	0%	2%	?
10	-1%	3%	8%
11	1%	12%[38.3 µM]	-4%[46.1 µM]
12	-4%	9%[38.3 µM]	?

# (cont.)
no.	smiles	L3MBTL1 block	Epigenetic reg	CBFb-RUNX1 inh	HttQ103 aggreg
13	N=c1sccn1CC(=O)Nc1ccc(S(N)(=O)=O)cc1	2%	1.1%	4%	3%[9.22 µM]
14	C=CCn1c(SCc2ccc(C(=O)Nc3ccccc3)cc2)nnc1-c1ccccc1	28%	-1.1%	4%	-4%
15	COc1cccc(-n2cnc3cccc(N)c32)c1	.	4.9%	-4%	?
16	CC(=O)Nc1ccc(OCCOc2ccc([N+](=O)[O-])cc2)cc1	0%	0.1%	2%	9%[9.22 µM]
17	Cc1ccccc1-c1nnc(SCc2ccccc2F)o1	62%[activator]	2.1%	19%	15%
18	CCCn1c(SCC(=O)Nc2ccc(OC)cc2[N+](=O)[O-])n[nH]c1=O	.	3.9%	-8%	-9%
19	COc1ccc(C(=O)NC2CCSC2=O)cc1 (configuration not stated)	6%[11.4 µM]	-0.1%	-8%	-8%
20	CN(C)CCCN(C(=O)c1cccs1)c1nc2cc3c(cc2s1)OCO3	.	-2.8%	2%	4%
21	CCOc1ccc(-c2c(C(=O)N/N=C/c3ccc(OC)cc3)nnn2-c2nonc2N)cc1	-5%	-1.3%	-1%	14%
22	COc1ccc(Cl)cc1NC(=O)C(C)Sc1n[nH]c(N)n1 (configuration not stated)	8%	0.0%	1%	11%
23	Cc1ccccc1Nc1nc(N)nc(COC(=O)c2cccc(S(=O)(=O)NCc3ccccc3)c2)n1	6%	-1.3%	-15%	0%
24	CCCC(NCC(O)COc1ccc(-c2ccccc2)cc1)c1ccccc1 (configuration not stated)	.	?	4%	?

no.	Luc counter	IMPase Li cell	NPSR antag
13	.	.	-21%
14	-3%	13%[38.3 µM]	?
15	1%	8%[38.3 µM]	1%[46.1 µM]
16	.	.	15%
17	-10%	14%[38.3 µM]	-16%[46.1 µM]
18	1%	-1%	-1%
19	1%	15%	19%
20	-3%	21%	-10%
21	-3%	1%	-27%
22	.	.	3%[46.1 µM]
23	-1%	10%	9%
24	-2%	6%	-2%

# (further entries)
no.	smiles	L3MBTL1 block	Epigenetic reg	CBFb-RUNX1 inh	HttQ103 aggreg
25	Cc1cccc(NC(=O)c2c([N+](=O)[O-])c(C(C)(C)C)nn2C)c1	-9%	-0.8%	0%	-5%
26	CCC1=NN(C(=O)Cc2ccc([N+](=O)[O-])cc2)C(O)(c2ccc(Br)cc2)C1 (configuration not stated)	-3%	-1.8%	2%	?
27	CNC(=O)Oc1ccc2c(c1)[C@@]1(C)CCN(C)C1N2C (some centres not stated)	.	-4.9%&-1.3%&-1.3%	-8%&-8%	.
28	CC(C)(C)n1nc2c(c1NC(=O)c1ccccc1)CS(=O)(=O)C2	.	-0.1%	10%	-4%
29	O=C(NCc1ccncc1)Nc1cccc([N+](=O)[O-])c1	-2%	-1.1%	-4%	-6%[9.22 µM]
30	CCOC(=O)c1ccc(NC(=O)NC(C)C2CCCO2)cc1 (configuration not stated)	.	-1.1%	2%	-5%
31	COc1ccc(/C=N/NC(=O)C(=O)NCc2cccnc2)cc1	.	-0.9%	0%	-3%
32	Cc1cc(C)c(C#N)c(SCC(=O)Nc2ccccc2C)n1	4%	-2.3%	-3%	-10%[9.22 µM]
33	COc1ccc(-n2cc(CNC3CCC(O)CC3)c(-c3cccc(F)c3)n2)cc1 (configuration not stated)	-2%	-1.7%	4%	3%
34	Cc1ccc(NC(=S)NNC(=O)c2c([N+](=O)[O-])c(C)nn2C)cc1	.	-1.0%	-1%	6%
35	CCCCCCCCCCCCC/C=C/[C@@H](O)[C@H](CO)NC(=O)CCCCCCCCCCCCCCC	.	-0.6%&0.0%	18%&-2%	.
36	COc1cc2c(C#N)c(N3CCN(C)CC3)nc(N)c2c(N)n1	.	0.1%	6%	-33%

no.	Luc counter	IMPase Li cell	NPSR antag
25	-6%	2%	-1%
26	1%	12%	-27%
27	-5%&-8%&-3%	9%&26%&9%	.
28	0%	6%	29%
29	1%	-1%	-6%
30	0%	24%[38.3 µM]	-8%[46.1 µM]
31	-3%	-3%	13%
32	0%	-6%	-49%
33	3%	22%	-12%
34	-3%	10%[38.3 µM]	-7%[46.1 µM]
35	0%	-6%&11%	.
36	1%	-12%[38.3 µM]	-2%[46.1 µM]

# Continuation:
no.	smiles	L3MBTL1 block	Epigenetic reg	CBFb-RUNX1 inh	HttQ103 aggreg
37	O=[N+]([O-])c1ccc(OCC(O)CN2CCN(c3ccccc3F)CC2)cc1 (configuration not stated)	6%	-2.2%	1%	-9%
38	O=C(CCc1nnc(CCCc2ccccc2)o1)NCC(F)(F)F	2%	0.0%	23%	-6%[9.22 µM]
39	CC(C)COC(=O)Nc1ccc(C(=O)O)cc1	-1%	1.3%	0%	-11%
40	CC1(C)Cc2c(c(N3CCOCC3)nc3snc(Br)c23)CO1	10%	0.0%	4%	-16%
41	CN(C)CCCCOc1ccccc1-c1ccccc1	-12%	-1.4%	-2%	10%
42	Cc1cccc(N2CCN(S(=O)(=O)c3c(C)[nH]c(=O)[nH]c3=O)CC2)c1C	.	-1.1%&-1.5%	2%	-7%
43	CCCCNC(=O)CN1CCC2(O)CCCCC2C1c1ccccc1OC (configuration not stated)	4%	-1.0%	2%	17%
44	CC1(C)CC(=O)C2=C(C1)N(c1ccccc1)C(N)=C(C#N)C2c1ccsc1 (configuration not stated)	.	1.7%	-6%	-2%
45	O=c1c2cc(Cl)ccc2[nH]c(=S)n1Cc1ccccn1	-7%	5.7%	-2%	-11%
46	Cc1ccccc1Cn1nc(C)c(NC(=O)c2ccccc2)c1C	2%	-1.5%	-6%	-2%

no.	Luc counter	IMPase Li cell	NPSR antag
37	0%	7%	7%
38	3%	-1%	-10%
39	-1%	2%[38.3 µM]	2%[46.1 µM]
40	-2%	-21%[38.3 µM]	-12%[46.1 µM]
41	0%	12%[38.3 µM]	5%[46.1 µM]
42	-2%	-16%[38.3 µM]	-6%[46.1 µM]
43	3%	18%[38.3 µM]	?
44	-5%	18%[38.3 µM]	-19%[46.1 µM]
45	11%	-12%	-27%
46	0%	12%	6%

# Entries from the list above containing an aryl methoxy group, in the order listed:
no.	smiles	L3MBTL1 block	Epigenetic reg	CBFb-RUNX1 inh	HttQ103 aggreg
3	COc1cccc(-c2nnn(C/C(N)=N/O)n2)c1	1%	-1.1%	-8%	14%
5	COc1cc(/C=N/N=C(/C(=O)c2ccccc2)c2ccccc2)cc(OC)c1O	-20%	-0.9%	?	?
15	COc1cccc(-n2cnc3cccc(N)c32)c1	.	4.9%	-4%	?
18	CCCn1c(SCC(=O)Nc2ccc(OC)cc2[N+](=O)[O-])n[nH]c1=O	.	3.9%	-8%	-9%
19	COc1ccc(C(=O)NC2CCSC2=O)cc1 (configuration not stated)	6%[11.4 µM]	-0.1%	-8%	-8%
21	CCOc1ccc(-c2c(C(=O)N/N=C/c3ccc(OC)cc3)nnn2-c2nonc2N)cc1	-5%	-1.3%	-1%	14%
22	COc1ccc(Cl)cc1NC(=O)C(C)Sc1n[nH]c(N)n1 (configuration not stated)	8%	0.0%	1%	11%
31	COc1ccc(/C=N/NC(=O)C(=O)NCc2cccnc2)cc1	.	-0.9%	0%	-3%
33	COc1ccc(-n2cc(CNC3CCC(O)CC3)c(-c3cccc(F)c3)n2)cc1 (configuration not stated)	-2%	-1.7%	4%	3%
36	COc1cc2c(C#N)c(N3CCN(C)CC3)nc(N)c2c(N)n1	.	0.1%	6%	-33%
43	CCCCNC(=O)CN1CCC2(O)CCCCC2C1c1ccccc1OC (configuration not stated)	4%	-1.0%	2%	17%

no.	Luc counter	IMPase Li cell	NPSR antag
3	-3%	1%	21%
5	1%	7%	-50%
15	1%	8%[38.3 µM]	1%[46.1 µM]
18	1%	-1%	-1%
19	1%	15%	19%
21	-3%	1%	-27%
22	.	.	3%[46.1 µM]
31	-3%	-3%	13%
33	3%	22%	-12%
36	1%	-12%[38.3 µM]	-2%[46.1 µM]
43	3%	18%[38.3 µM]	?
